Screens from PubChem.
Cav3 T inh – human Cav3.2 channel inhibition, primary screen; O95180; Cav3.2-expressing cells, Fluo-4 calcium fluorescence FDSS; stronger effect = lower value; B-score at 10 µM; actives 4% (n = 100,000); AID 449739;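 active means single-dose well whose peak fluorescence ratio is a statistical outlier from its plate by either plate-standardised score or position-corrected B-score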
The depositor's hits bear a star. Only part of the results is shown, so the mix of outcomes need not match the whole.

mol | Cav3 T inh
CCC(C)[C@H](NC(=O)Nc1cccc(OC)c1)C(=O)OC (stereo not given in full) | 0.12
Cc1ccc(C)c(Nc2c([N+](=O)[O-])cc(C(=O)N3CC(=O)Nc4ccccc43)cc2[N+](=O)[O-])c1 | -3.2
CC(C)C12CN3CC(C(C)C)(CN(C1)C3c1ccc3c(c1)OCO3)C2=O (stereo not given) | -2.3
O=C(Nc1ccccc1N1CCN(c2ccccc2)CC1)c1cccc(F)c1 | -3.1
Cc1cccc(C(=O)NC2CCN(CC(=O)N3CCOCC3)CC2)c1 | -0.035
CC(=O)NC(CCS(C)(=O)=O)C(=O)Nc1cccc2ccccc12 (stereo not given) | 1.6
C=C(C)c1nc2cc(OC)c(OC)cc2c(=O)o1 | 1.1
CCCCCOc1ccccc1C(=O)NCCCC(=O)O | -0.035
O=c1nc2ccccc2c2n1CC(CN1CCN(c3cccc(Cl)c3)CC1)N2 (stereo not given) | -2.2
COC(=O)C1=C(C)NC(C)=C(C(=O)OCCN(C)Cc2ccccc2)C1c1cccc([N+](=O)[O-])c1 (stereo not given) | -4.1*
O=C(CC1CCCCC1)Nc1ncn[nH]1 | 0.81
Cc1ccc(S(=O)(=O)NCC(=O)N(CC(=O)NCc2ccccc2)CC2CCCO2)cc1 (stereo not given) | -0.11
CCCCNC(=O)n1c(=O)oc2ccc(Cl)cc21 | 0.18
CCOC(=O)c1sc(NC(=O)CSc2nnc(Cc3ccccc3)o2)c(C(=O)OCC)c1C | -1.9
CCc1ccccc1N(CC)C(=O)c1cn(CC)c(=O)c2cc(OC)c(OC)cc12 | 1.2
O=C(NCc1ccc2c(c1)OCO2)c1cccs1 | 0.083
CC(=O)Nc1c(C(=O)N2CCOCC2)cnn1-c1ccc(C)c(C)c1 | 0.042
Cc1ccc(C(=O)CC2SC(N)=NC2=O)cc1 (stereo not given) | -0.19
CCOc1cc(C(=O)Nc2cccc3ncccc23)cc(OCC)c1OCC | 0.062
COC(=O)c1ccccc1OCCOc1ccccc1C(=O)OC | -0.15
CSc1ccc(Cc2ccc(Cl)cc2Cl)nn1 | -0.39
CCCCC(=O)N(c1ccc(C)c(C)c1)C1C=CS(=O)(=O)C1 (stereo not given) | 0.45
O=C(Nc1nn(Cc2ccc(Cl)cc2)cc1Br)c1ccc(COc2ccccc2Cl)o1 | -6.2*
COc1ccc(NC(=O)C2C3C=CC(C3)C2C(=O)NCc2ccco2)c(OC)c1 (stereo not given) | 0.81
Cc1ccc(NC(=O)N(C2CCCCC2)C(C)c2cccnc2)cc1C (stereo not given) | -0.45
CC(=O)N(CC1CCCO1)C1(C(=O)NC2CCCC2)CCCCC1 (stereo not given) | 1.4
N#C/C(=C1/CCCCCN1)c1nnc2n1CCCCC2 | 0.22
CCCS(=O)(=O)c1c(S(=O)(=O)CCC)c2c(C)cccn2c1C(=O)OC | 0.53
COc1ccccc1OCc1ccc(C(=O)Nc2ccncc2)o1 | -0.099
COC(=O)CCCC1=CC2=C(c3ccccc3)C(=O)C(C)(OC(=O)C3CCCC3)C(=O)C2=CN1CCc1c[nH]c2ccccc12 (stereo not given) | 1.3
C#CCOCCOCCOCCNc1nc(N2CCOCC2)nc(N2CCN(C(=O)[C@H](CCC(=O)O)n3cc(C(N)[C@H](C)CC)nn3)CC2)n1 (stereo not given in full) | -0.22
COc1cc(Cl)c(C)cc1NC(=O)CSC | 1.1
Cc1cc(C)c2cc(CN(CCO)C(=O)Nc3ccc(Cl)cc3)c(=O)[nH]c2c1 | -1.1
COC1CCCCC1Nc1cc(C)cc(C)c1 (stereo not given) | 0.88
O=S(=O)(Cc1ccccc1)N1CCCC1 | 0.78
CCOC(=O)CSc1nnc(CNC(=O)c2cc(OC)c(OC)c(OC)c2)n1C | -2.1
Cc1ccc(C(=O)N/C(=C/c2cccs2)C(=O)N2CCCCCC2)cc1 | -1.3
O=C(NCC(c1cccnc1)N1CCN(c2ccc(F)cc2)CC1)c1ccc(F)cc1 (stereo not given) | -0.46
COC(=O)c1cc(-c2c(C)oc3cc(O)ccc3c2=O)c(C)o1 | 0.72
C=CCOc1c(CNc2ccc(S(N)(=O)=O)cc2)cccc1OC | 0.44
CCn1c(SCC(=O)Nc2cc(NC(C)=O)ccc2OC)nnc1-c1ccccn1 | 0.32
O=C(COc1ccccc1)Nc1ccc(S(=O)(=O)NCc2ccco2)cc1 | -1.4
CCOC(=O)c1ccc(Nc2nc(C)cc(C)c2C#N)cc1 | -0.029
O=C(O)C1CC=CCC1C(=O)Nc1cccc(C(=O)N2CCCCC2)c1 (stereo not given) | 1
O=C(Nc1nc2c(s1)CCCC2)C1COc2ccccc2O1 (stereo not given) | -4.9*
O=C(O)c1oc2ccc(Br)cc2c1-n1cccc1 | -0.49
O=C(Nc1ccc2oc(-c3cccc(F)c3)nc2c1)c1ccccc1F | 0.25
COc1cc(Nc2nc3ccccc3n3nnnc23)cc(OC)c1OC | 0.18
Cc1ccc(S(=O)(=O)NCc2ccc(C(=O)N3CCN(Cc4ccccc4)CC3)cc2)cc1 | -3.8
CC1CCCN(C(=O)c2ccc(CNc3c(N4CCCCC4)c(=O)c3=O)cc2)C1 (stereo not given) | -1.3
Cc1c(Cl)cccc1-c1ccc(C(=O)N2CCN(c3ccc([N+](=O)[O-])cc3)CC2)o1 | -1.1
COc1ccc(C(c2nnnn2Cc2ccccc2)N2CCN(c3nc4ccccc4s3)CC2)cc1OC (stereo not given) | -3.3
Cc1cc(C(=O)OCC(=O)NCCc2ccccc2)c(C)o1 | -0.85
O=C(c1cc(-c2ccc3c(c2)OCO3)on1)N1CCOCC1 | 0.91
CC(=O)c1c(O)cc(=O)n(-c2ccccc2)c1-c1cccc2ccccc12 | -0.59
CC(=O)Nc1ccc(S(=O)(=O)NC2(C(F)(F)F)NC(=O)N(C3CCCCC3)C2=O)cc1 (stereo not given) | 1.4
COc1ccc(C)cc1S(=O)(=O)N(CC(=O)N1CCCC1)c1ccccc1 | 1.3
O=C(NC1CSC/C1=N\O)c1ccccc1 (stereo not given) | 0.28
CCOC(=O)c1c(-c2cccs2)csc1NC(=O)CSc1ncn[nH]1 | -4.7*
CCCOc1ccc(/C(O)=C2\C(=O)C(=O)N(CCCOC)C23C(=O)N(C)c2ccccc23)cc1 (stereo not given) | -0.39

Next part:
SMILES	Cav3 T inh
CN(CCO)Cc1csc2ccc(Br)cc12	0.74
Cc1cccc(C)c1NC(=O)NC1(C(=O)NCCCN2CCOCC2)CCCCC1	0.29
COc1cc(C(=O)NCCOc2cccc(C)c2)c(Br)c(OC)c1OC	-0.0078
CCOc1ccc(NC(=O)Nc2nnc(CC)s2)cc1	-0.029
Cc1nnc(Nc2ccc(Cl)cc2)n(N)c1=O	-0.035
O=S(=O)(NC1CCCCC1)c1cccc(-c2nnc(-c3ccccc3)o2)c1	-1.2
CCSc1nc2ccccc2n1CC(=O)OC	0.025
COC(=O)CN1C(=O)C2(C(C#N)=C(N)Oc3n[nH]c(-c4cccs4)c32)c2ccccc21 (stereo not given)	-0.29
c1ccc(OCCCn2nnc(-c3ccc(N4CCOCC4)cc3)n2)cc1	0.041
Cc1c(NC(=O)c2cc3nc(-c4ccc(Cl)cc4)cc(C(F)(F)F)n3n2)c(=O)n(-c2ccccc2)n1C	-0.31
O=S(=O)(c1ccc(Nc2ccc3c(c2)OCO3)nc1)N1CCOCC1	0.39
O=S(=O)(NCC1CCCO1)c1ccc(S(=O)(=O)N2CCCC2)cc1 (stereo not given)	1.1
O=S(=O)(Nc1ccc(S(=O)(=O)N2CCCCC2)cc1)c1ccc(Br)s1	-5.4*
O=C(c1ccc(CS(=O)(=O)c2ccc(Br)cc2)o1)N1CCN(c2ccccn2)CC1	-0.12
NC(CC(=O)OC1CCCCC1)C(=O)OC1CCCCC1 (stereo not given)	0.41

The last 3 records of the part above come first, to join the parts:
SMILES	Cav3 T inh
O=S(=O)(Nc1ccc(S(=O)(=O)N2CCCCC2)cc1)c1ccc(Br)s1	-5.4*
O=C(c1ccc(CS(=O)(=O)c2ccc(Br)cc2)o1)N1CCN(c2ccccn2)CC1	-0.12
NC(CC(=O)OC1CCCCC1)C(=O)OC1CCCCC1 (stereo not given)	0.41
COC(=O)C1=C(C)NC(=O)/C1=C\c1ccc2c(c1)OCO2	1.9
Cc1n[nH]c(C)c1N1C(=O)c2cccc3c(Br)ccc(c23)C1=O	-3.5
COc1ccc(C2C(C(=O)Nc3ccccc3)=C(C)Nc3nc(CCCO)nn32)cc1 (stereo not given)	0.95
CCCCCn1nc(C)c(/C=N\NC(=O)c2cc(C)oc2C)c1C	-1.2
Fc1cccc(Cl)c1CNC(c1ccccc1)c1ccccc1	-3.5
NC(=O)c1cc(-c2ccccc2)nc(N2CCCCCC2)n1	0.94
Cc1nc(SCC(=O)Nc2ccccc2C(F)(F)F)c(C#N)c(C)c1CC(=O)c1ccc(Br)cc1	2.2
CC(C)(C)c1ccc(C(=O)N/N=C/c2cccc(Cl)c2)cc1	-2.5
N/C(=N\c1nc2ccccc2o1)NC(=O)c1ccc(F)cc1	0.0097
CCOc1ccc(CCNC(=O)C2CCCN(S(=O)(=O)c3c(C)n[nH]c3C)C2)cc1OCC (stereo not given)	0.61
O=C(CCCc1cccs1)Nc1nc2c(s1)CCCC2	-7.6*
COCCNC(=O)c1ccc2snnc2c1	0.66
O=C(c1ncc[nH]1)c1ccco1	-0.34
COc1cc(C(=O)O)ccc1O	0.016
CC(C)CNS(=O)(=O)c1ccc(CCC(=O)O)cc1	-0.3

Five entries out of the list, ordered by count of non-hydrogen atoms, lowest first:
SMILES	Cav3 T inh
COCCNC(=O)c1ccc2snnc2c1	0.66
O=C(CCCc1cccs1)Nc1nc2c(s1)CCCC2	-7.6*
Fc1cccc(Cl)c1CNC(c1ccccc1)c1ccccc1	-3.5
CCOc1ccc(CCNC(=O)C2CCCN(S(=O)(=O)c3c(C)n[nH]c3C)C2)cc1OCC (stereo not given)	0.61
Cc1nc(SCC(=O)Nc2ccccc2C(F)(F)F)c(C#N)c(C)c1CC(=O)c1ccc(Br)cc1	2.2

Next results follow:
SMILES	Cav3 T inh
CN1CCN(C(=O)c2ccccc2NC(=O)c2cccs2)CC1	0.0081
CC1CCOC2(O1)C(=O)N(CN1CCN(c3cccc(Cl)c3)CC1)c1ccccc12 (stereo not given)	0.32
S=c1nc(-c2ccccc2)n(CCN2CCOCC2)c2c1CCCC2	0.49
CCCCn1c(=O)[nH]c2ccccc21	0.46
CCOCCn1c(N2CCN(c3ccccc3)CC2)nc2c1c(=O)n(C)c(=O)n2C	0.96
COc1ccccc1NC(=O)CN1CCC(n2nnc3cc(F)ccc32)CC1	-0.27
Cc1csc(-c2cnn(-c3ccccc3)c2NC(=O)c2cccc(F)c2)n1	0.58
S=c1[nH]cc(-c2ccccc2)n1-c1ccccc1	1
COc1ccc(C(C(=O)NC2CCCC2)N(C(=O)c2ccoc2C)c2ccc(C)cc2)cc1 (stereo not given)	-2.6
COC(=O)C1CCN(C(=O)c2ccc(SC)cc2OC)CC1	1
COc1ccc(C(CC(=O)c2ccc(O)cc2)S(=O)(=O)c2ccc(C)cc2)cc1 (stereo not given)	-0.14
Cc1cc(Nc2ccccc2)nn1C(=O)c1ccccc1	-0.21
CC1(OC(=O)CCc2ccccc2)C(=O)C=C2C=C(c3ccc(C#N)cc3)N(CCc3ccccn3)C=C2C1=O (stereo not given)	0.63
C=CCn1c(=NC(=O)C2CCCCC2)sc2cc(NC(C)=O)ccc21	0.54
N=c1ccn(Cc2ccc(Cl)c(Cl)c2)cc1	-0.66
COc1ccc(C(=O)n2nc(C)cc2C)cc1Br	-2.6
CC1Oc2ccccc2N(CC(=O)N2CCc3ccccc32)C1=O (stereo not given)	-0.0095
O=C(CN1CCOCC1)Nc1c(-c2ccccc2)c2cc(Br)ccc2[nH]c1=O	0.014
COc1ccc(OC)c(S(=O)(=O)NC(C)(C)C)c1	-0.036
Cn1cnnc1SCc1ccc(C(=O)n2ncc(C#N)c2N)cc1	0.37
Cc1ccc(S(=O)(=O)N(CCC#N)CCN2CCCC2)cc1	1.1
O=S1(=O)CC(O)C(NCc2cccnc2)C1 (stereo not given)	0.034
O=C(NCC1CCCCC1)C1CCN(C(=O)NC2CCCCC2)CC1	0.03
Cc1ccc(NC2SC(=O)N(CC(=O)O)C2=O)cc1 (stereo not given)	-0.071
CCOCC(=O)Nc1nc2ccc(OC)cc2s1	-0.07
O=C(NCCN1CCCC1)c1ccc(Cn2c(=S)[nH]c3cc4c(cc3c2=O)OCO4)cc1	0.21
O=C(NCCN1CCN(c2ccccc2)CC1)c1cccc(Br)c1	-3.9
COc1ccc(-n2nc3cc(C)c(NC(=O)CC(C)C)cc3n2)cc1	-0.59
O=C(CCCOc1ccccc1)Nc1ccc2c(c1)OCCO2	0.4
COc1ccc(NS(=O)(=O)c2ccc(SC)cc2)cc1	-2.3

Grouped by structure: those above containing a CF3 group
SMILES	Cav3 T inh
CC(=O)Nc1ccc(S(=O)(=O)NC2(C(F)(F)F)NC(=O)N(C3CCCCC3)C2=O)cc1 (stereo not given)	1.4
Cc1c(NC(=O)c2cc3nc(-c4ccc(Cl)cc4)cc(C(F)(F)F)n3n2)c(=O)n(-c2ccccc2)n1C	-0.31
Cc1nc(SCC(=O)Nc2ccccc2C(F)(F)F)c(C#N)c(C)c1CC(=O)c1ccc(Br)cc1	2.2

Additional entries.
SMILES	Cav3 T inh
CNC(=O)C1(CC(C)C)C=CCN1C(C)=O (stereo not given)	0.0086
O=C(NCC(=O)N(c1ccccc1)C(C(=O)NC1CCCCC1)c1ccncc1)c1ccco1 (stereo not given)	0.83
COC(=O)c1ccc2c(c1)SC1=C(CCCC1=O)N2	-1.8
O=C(c1cccc(Cl)c1)N1CCN(Cc2ccncc2)CC1	0.71
COc1ccc2c(c1)Cc1sc(NC(=O)c3cccs3)nc1-2	0.21
CCOc1ccc(-c2nnc(N3CCCCC3)c3ccccc23)cc1	-3.2
Cc1cnc(C(=O)Nc2ccc(C(=O)N3CCCCC3)cc2)cn1	-0.0066
COc1ccc(CNS(=O)(=O)c2ccc3oc(C(=O)O)c(C)c3c2)cc1	0.18
COC(=O)c1ccccc1COn1c(=O)c[n+]([O-])c2ccccc21	0.53
CCc1cc(C(=O)Cc2nc3ccccc3[nH]2)c(O)cc1O	0.76
